Growth percent in the NCI-60 one-dose screen (48 h, 10 µM unless noted): 100 = growth as untreated, 0 = no growth, -100 = all killed.
NCI-H322M = NCI-H322M lung cancer; AID 1794733; actives 2.7% (n = 80,000)
SW-620 = SW-620 colon cancer. actives 5.2% (n = 82,000). AID 1794795
COLO 205 = COLO 205 colon cancer | actives 7.3% (n = 79,000) | AID 1794742
HCT-15 = HCT-15 colon cancer; actives 5.2% (n = 82,000)
HT29 = HT29 colon cancer | actives 7.4% (n = 81,000) | AID 1794748
SNB-75 = SNB-75 CNS cancer; AID 1794750; actives 5% (n = 79,000)
HCT-116 = HCT-116 colon cancer. actives 7.3% (n = 82,000)
KM12 = KM12 colon cancer cells. AID 1794800. actives 5% (n = 82,000)
HCC-2998 = HCC-2998 colon cancer. actives 4.7% (n = 79,000). AID 1794799
* marks the source's active call; other numbers are inactive results; · = not tested or not shown; & = joins results of further samples; [ ] = dose if it differs, or a comment. Rule for the calls: active = growth percent below 10; inactive = the rest.

entry	compound	NCI-H322M	SW-620	COLO 205	HCT-15	HT29
1	CCOC(=O)C1=C(C(=O)OCC)N(c2ccc(OC)cc2)C(N)=C(C#N)C1c1cc(=O)[nH]c2ccccc12 (configuration not stated)	98	96	114	99	105
2	N#Cc1c(N)nc2c(nnn2-c2ccccc2Cl)c1N	91	92	104	102	82
3	COc1cc([N+](=O)[O-])ccc1O	102	111	101	96	106
4	O=c1/c(=C\c2ccc(-c3cc(Cl)cc(Cl)c3)o2)sc2nc(-c3ccco3)nn12	103	102	116	101	108
5	O=C(N=C1C(=O)C2(CCCCC2)C2(N=C(c3ccccc3)OC2=O)C12CCCCC2)c1ccccc1 (configuration not stated)	96	72	94	62	52
6	O=c1c2cc(-c3ccccc3)sc2nc2sc(-c3ccccc3)nn12	104	103	109	103	93
7	Cc1ccc(C(=O)c2oc3ccc4c(C)cc(=O)oc4c3c2C)cc1	63	23	-60*	23	14
8	O=C(Nc1ccccc1Cl)c1c[nH]c(=O)c(-c2ccc(N3CCCOC4(CC4)C3)cc2)c1	78	78	81	79	71

entry	SNB-75	HCT-116	KM12	HCC-2998
1	90	102	103	116
2	84	91	100	97
3	81	109	101	99
4	93	100	99	104
5	85	40	56	59
6	113	102	101	101
7	68	22	18	·
8	73	42	74	68

Some of the entries above in a different format.
| # | Compound | NCI-H322M | SW-620 | COLO 205 | HCT-15 | HT29 | SNB-75 | HCT-116 | KM12 | HCC-2998 |
| --- | --- | --- | --- | --- | --- | --- | --- | --- | --- | --- |
| 2 | N#Cc1c(N)nc2c(nnn2-c2ccccc2Cl)c1N | 91 | 92 | 104 | 102 | 82 | 84 | 91 | 100 | 97 |
| 3 | COc1cc([N+](=O)[O-])ccc1O | 102 | 111 | 101 | 96 | 106 | 81 | 109 | 101 | 99 |
| 8 | O=C(Nc1ccccc1Cl)c1c[nH]c(=O)c(-c2ccc(N3CCCOC4(CC4)C3)cc2)c1 | 78 | 78 | 81 | 79 | 71 | 73 | 42 | 74 | 68 |
| 7 | Cc1ccc(C(=O)c2oc3ccc4c(C)cc(=O)oc4c3c2C)cc1 | 63 | 23 | -60* | 23 | 14 | 68 | 22 | 18 | · |
| 6 | O=c1c2cc(-c3ccccc3)sc2nc2sc(-c3ccccc3)nn12 | 104 | 103 | 109 | 103 | 93 | 113 | 102 | 101 | 101 |

Following part
entry	compound	NCI-H322M	SW-620	COLO 205	HCT-15	HT29
9	Nc1ccc(S(=O)(=O)Nc2cc(F)cc(F)c2)cc1	114	92	112	105	102
10	CNC(=O)c1cc(Oc2cccc3nc(Nc4ccc(Cl)c(F)c4)ccc23)ccn1	79	82	84	59	83
11	O=C(O)c1ccc(N/N=C/c2cn(-c3ccc(C(=O)O)cc3)nc2-c2cc3ccccc3oc2=O)cc1	98	99	105	102	105
12	CCc1c(Cl)nc(N)nc1Nc1ccc(Cl)c(Cl)c1	90	98	109	86	86
13	COc1ccccc1-c1nc2ccccc2s1	82	103	96	97	84
14	O=C(O)C1CC2(Br)C(Br)=C(Br)C1(Br)C2(Br)Br (configuration not stated)	112	98	107	100	98
15	Cc1ccc(/C=C/C(=O)/C=C/c2ccc(C)s2)s1	92	100	122	95	111
16	Cc1ccc(C2CC(c3ccc(Nc4nc(NCCO)nc(N5CCOCC5)n4)cc3)=Nc3c(N)nc(N)nc3N2)cc1 (configuration not stated)	102	91	92	50	64

entry	SNB-75	HCT-116	KM12	HCC-2998
9	93	109	107	106
10	-12*	45	84	83
11	88	95	100	113
12	90	84	93	96
13	74	79	109	101
14	78	102	101	100
15	94	89	97	104
16	89	71	75	104

Remaining list, next part
entry	compound	NCI-H322M	SW-620	COLO 205	HCT-15	HT29
17	CCC(=O)OC1=C(C)SC2=NC(c3ccc(N)cc3)=CC(c3ccc(Cl)cc3)N21 (configuration not stated)	98	107	111	93	102
18	COc1ccc(NC(=O)Cn2cnc3c(cc(-c4ccccc4)n3-c3ccccc3)c2=O)cc1	98	·	113	102	100
19	CCOC(=O)c1nn(-c2ccccc2)c(=O)c2c(N)c(C#N)c(-c3ccccc3)cc12	101	99	123	102	101
20	CCOC(=O)C(NC(=O)c1ccccc1)C(C)(C)SCc1ccccc1 (configuration not stated)	73	99	97	91	97
21	Cc1ccc(C(F)(F)F)cc1N1CCN(C(=O)[C@@H]2C[C@@H]2c2cccc(C(F)(F)F)c2)CC1	97	84	80	68	48
22	O=C(CSc1nc2ccccc2c(=O)n1-c1ccccc1)c1cc2cc(Br)cc(Br)c2oc1=O	78	103	111	104	110
23	Cc1ccc(-c2nc(C(=O)O)c(S(=O)(=O)c3ccc(C)cc3)o2)cc1	97	110	110	106	105
24	Cc1[nH][nH]c(=O)c1C(CC(=O)O)c1cc(=O)oc2ccc(Cl)cc12 (configuration not stated)	102	98	101	100	99

entry	SNB-75	HCT-116	KM12	HCC-2998
17	59	108	104	115
18	29	104	106	97
19	81	108	97	115
20	92	79	95	·
21	79	48	63	86
22	86	83	94	109
23	91	100	103	100
24	93	103	106	·

The list continues:
entry	compound	NCI-H322M	SW-620	COLO 205	HCT-15	HT29
25	CC(C)CSc1nc(-c2ccc(F)cc2)c(C#N)c(N2CCOCC2)n1	94	92	98	91	94
26	CC12NC(=O)C(C#N)(C(C#N)=C(Cl)N1)C2(C)C (configuration not stated)	97	112	127	105	113
27	CCCCC(C(O)c1ccccc1)N(CCCC)CCCC (configuration not stated)	102	110	102	99	100
28	Cc1cc(SC#N)cc(C)c1O	109&118	99&61	117&100	106&93	104&103
29	COc1cc(-n2c(-c3ccc(OCCO)cc3)nnc2-c2ccc(OCCO)cc2)cc(OC)c1OC	93[6.25 µM]	100[6.25 µM]	102[6.25 µM]	74[6.25 µM]	70[6.25 µM]
30	CC(Cc1ccccc1)N(C)C(=O)CN1C(=O)c2ccccc2C1=O (configuration not stated)	108	104	105	105	112
31	C/C(=N\n1c(N)nc2n[nH]c(N)c2c1=O)c1ccccc1	110	103	109	98	110
32	Nc1nc(CSCC(=O)N2CCCCC2)nc(Nc2ccccc2F)n1	103	101	108	101	104

entry	SNB-75	HCT-116	KM12	HCC-2998
25	88	95	87	110
26	95	105	118	99
27	102	83	107	98
28	94&92	104&72	105&107	105&95
29	90[6.25 µM]	85[6.25 µM]	85[6.25 µM]	101[6.25 µM]
30	84	96	115	116
31	125	95	105	105
32	86	94	103	93

Some of the entries above, set out differently.
27. CCCCC(C(O)c1ccccc1)N(CCCC)CCCC (configuration not stated)
28. Cc1cc(SC#N)cc(C)c1O
29. COc1cc(-n2c(-c3ccc(OCCO)cc3)nnc2-c2ccc(OCCO)cc2)cc(OC)c1OC
assay / entry,27,28,29
NCI-H322M,102,109&118,93[6.25 µM]
SW-620,110,99&61,100[6.25 µM]
COLO 205,102,117&100,102[6.25 µM]
HCT-15,99,106&93,74[6.25 µM]
HT29,100,104&103,70[6.25 µM]
SNB-75,102,94&92,90[6.25 µM]
HCT-116,83,104&72,85[6.25 µM]
KM12,107,105&107,85[6.25 µM]
HCC-2998,98,105&95,101[6.25 µM]

Carrying on.
entry	compound	NCI-H322M	SW-620	COLO 205	HCT-15	HT29
33	Cc1ccc(CSCc2ccc(C(=O)NC3CC3)o2)cc1	81	66	64	38	28
34	CC1=CC(C)C(C(=O)O)C(C(=O)O)C1 (configuration not stated)	140	109	118	112	112
35	COc1cc(-c2nnc(-c3nc(-c4cc(OC)c(OC)c(OC)c4)n4ccccc34)o2)ccc1N	83	87	89	65	·
36	COC(=O)N1CCCC1	93	111	117	100	98
37	CSc1nc(NCc2ccccc2)c(C#N)c(-c2cccc([N+](=O)[O-])c2)n1	96	97	110	96	103
38	O=C(CCCCC(=O)Nc1ccc(C(=O)Nc2cc(C3=NCCN3)cc(C3=NCCN3)c2)cc1)Nc1ccc(C(=O)Nc2cc(C3=NCCN3)cc(C3=NCCN3)c2)cc1	95	101	113	99	105
39	OCCN(CCO)CCN1c2ccccc2Sc2ccccc21	105	103	113	101	116

entry	SNB-75	HCT-116	KM12	HCC-2998
33	86	81	46	32
34	92	100	110	·
35	75	54	68	89
36	88	107	112	111
37	68	87	98	107
38	102	86	98	101
39	84	99	116	86

Screens deposited in PubChem BioAssay by NCI.
